proCasp7 act: activates human procaspase-7, counter-screen for procaspase-3 activators; P55210; recombinant procaspase-7, Ac-DEVD-pNA absorbance 405 nm; D23A/D198A/D206A triple mutant, cannot self-cleave; scale: DMSO 0, 5 µM enzyme 100; activation, % at 8.5 µM; 0.093% of 330,000 active;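 active = percent activation above the screen-wide mean plus 3 SD, cut at about 25% in these data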
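System: Uncleavable procaspase-7 mutant enzyme; Amount: 2 µM procaspase-7 mutant as dispensed; Schedule: 1 h compound preincubation, 2 h substrate cleavage, 25 °C; Measured by: 405 nm absorbance of p-nitroaniline; Evaluation: percent activation from buffer-corrected 0–120 min absorbance change; Control set: low DMSO alone, high DMSO plus 5 µM PC-7.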
LAP4 TOR yeast: alters LAP4-GFP fluorescence in TOR pathway yeast screen; S. cerevisiae LAP4-GFP multiplex, flow cytometry GFP, 3 h; median GFP as percent of DMSO wells; GFP response vs DMSO, % at 10 µM; 0.34% of 320,000 active; AID 2023;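 active = GFP response vs DMSO above a set limit, about the screen mean plus 3 SD, cut at about 150% in these data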
CR mimetic SO: yeast age-related superoxide inhibition as caloric restriction mimetic; S. cerevisiae aged cells, superoxide DHE fluorescence; active compounds read low; superoxide response (% of plate mean), % at 10 µM; 0.18% of 330,000 active;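 active = superoxide response under a set limit, about three screen SD below normal, cut at about 65% in these data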;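 also: yeast aged for seven days with compound at 30 °C before DHE staining; 100% = average MFI of all compound-treated wells on the plate with controls excluded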
proCasp3 act: activators of human procaspase-3; recombinant procaspase-3 D3A, Ac-DEVD-pNA absorbance 405 nm; activation, % at 8.5 µM; 0.11% of 330,000 active;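 active = activation above the mean of all tested compounds plus 3 SD, cut at about 21% in these data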;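 also: 0% = DMSO alone and 100% = DMSO wells spiked with extra 5 µM PC-3 D3A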
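Assay system: Autoprocessing-dead procaspase-3 D3A mutant enzyme; also added: Ac-DEVD-pNA; doses: one concentration, 8.5 µM nominal, 0.8% DMSO; times: 1 h compound preincubation, 2 h substrate hydrolysis at 25 °C; technique: 405 nm absorbance of p-nitroaniline, reads at 0 and 120 min; measure: % activation between DMSO and enzyme-spiked controls; repeats: single replicate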
JMJD2C inh: human JMJD2C demethylase inhibition. GST-JMJD2C(1-420) H3K9me3 demethylation, DELFIA europium. 0.069% of 330,000 active. inhibition, % at 2.35 µM. Q9H3R0;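 active = more than half of a compound's replicate wells show inhibition beyond 50%, single wells judged on their own value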;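 also: signal counts dimethyl H3K9 product captured on neutravidin plate; 0% = median of DMSO wells and 100% = 0.3 times that DMSO median; strong numbers were not always called active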
AHR act: human AHR activation; P35869; AHR-responsive luciferase reporter cells, luminescence; activation, % at 5 µM; 2.5% of 320,000 active; in the data active = activation above about 47%;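 also: 0% = vehicle wells and 100% = reference agonist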
Target sequence (P35869 whole entry, looked up): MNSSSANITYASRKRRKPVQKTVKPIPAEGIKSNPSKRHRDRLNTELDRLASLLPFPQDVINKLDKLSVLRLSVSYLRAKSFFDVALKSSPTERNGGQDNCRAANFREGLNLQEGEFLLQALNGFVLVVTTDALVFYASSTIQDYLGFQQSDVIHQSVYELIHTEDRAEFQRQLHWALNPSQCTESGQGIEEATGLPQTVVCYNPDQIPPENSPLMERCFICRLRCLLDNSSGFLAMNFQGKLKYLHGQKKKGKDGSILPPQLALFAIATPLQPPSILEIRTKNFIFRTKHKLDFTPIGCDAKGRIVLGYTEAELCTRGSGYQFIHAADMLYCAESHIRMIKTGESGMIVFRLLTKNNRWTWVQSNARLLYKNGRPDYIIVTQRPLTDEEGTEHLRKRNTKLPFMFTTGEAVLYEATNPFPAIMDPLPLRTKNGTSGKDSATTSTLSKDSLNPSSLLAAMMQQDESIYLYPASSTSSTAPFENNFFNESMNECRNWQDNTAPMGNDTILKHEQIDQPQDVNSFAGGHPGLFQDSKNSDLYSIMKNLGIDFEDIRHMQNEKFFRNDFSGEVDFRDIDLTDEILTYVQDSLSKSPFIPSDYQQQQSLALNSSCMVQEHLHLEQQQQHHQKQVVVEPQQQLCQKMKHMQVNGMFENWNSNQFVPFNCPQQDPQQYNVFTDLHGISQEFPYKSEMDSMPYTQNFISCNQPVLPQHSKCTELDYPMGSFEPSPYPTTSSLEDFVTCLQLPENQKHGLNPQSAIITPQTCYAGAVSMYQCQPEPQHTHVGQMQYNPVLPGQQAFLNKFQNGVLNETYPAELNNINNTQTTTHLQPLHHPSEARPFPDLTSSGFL
MEP2 TOR yeast: modulators of TOR pathway MEP2-GFP in S. cerevisiae; S. cerevisiae MEP2-GFP strain, flow cytometry GFP, 3 h; 100% = DMSO control level; GFP response vs DMSO, % at 10 µM; 0.51% of 330,000 active;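 active = GFP response versus DMSO above a set limit, roughly screen mean plus 3 SD, cut at about 180% in these data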;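 also: median GFP fluorescence of the barcode-gated MEP2-GFP cells per well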
RPL19A-GFP yeast: modulators of TOR pathway RPL19A-GFP in S. cerevisiae. percent response vs DMSO, % at 10 µM. S. cerevisiae RPL19A-GFP strain, flow cytometry, 3 h; active compounds read low. 0.3% of 330,000 active;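 active = percent response vs DMSO below 50%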;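 also: median channel GFP fluorescence of the barcoded RPL19A-GFP strain; ratio of sample median GFP to plate DMSO average so 100% = DMSO; lower means less RPL19A-GFP as with rapamycin TOR inhibition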
Starred values were filed as active, the others as inactive; [ ] = remark or other dose.

Screening COc1ccc(NC(=O)N(C)C[C@H]2Oc3ccc(NS(=O)(=O)c4ccc(OC)cc4)cc3C(=O)N([C@H](C)CO)C[C@@H]2C)cc1 returned proCasp7 act 4, LAP4 TOR yeast 93, CR mimetic SO 103, proCasp3 act -1, JMJD2C inh -9, AHR act -2, MEP2 TOR yeast 92 and RPL19A-GFP yeast 96.
Screening COCCN(Cc1cc2ccc(C)cc2n2nnnc12)Cc1nnnn1C(C)(C)C returned proCasp7 act -8, LAP4 TOR yeast 95, CR mimetic SO 122, proCasp3 act 4, JMJD2C inh -35, AHR act 3, MEP2 TOR yeast 99 and RPL19A-GFP yeast 95.
Screening CC1CN(S(=O)(=O)c2ccccc2)C(C)N1C(=O)N1CCOCC1 (stereo not given) returned proCasp7 act -4, LAP4 TOR yeast 91, CR mimetic SO 88, proCasp3 act -3, JMJD2C inh 2, AHR act 1, MEP2 TOR yeast 101 and RPL19A-GFP yeast 102.
For CCC1(C(=O)OC)NC(c2ccco2)C2C(=O)N(c3ccc(F)cc3)C(=O)C21 (stereo not given) the results were proCasp7 act -7, LAP4 TOR yeast 104, CR mimetic SO 108, proCasp3 act -6, JMJD2C inh -6, AHR act 1, MEP2 TOR yeast 110 and RPL19A-GFP yeast 95.
Screening CCOc1ccc(CCNC(=O)COC(=O)c2cc(OC)cc(OC)c2)cc1OCC returned proCasp7 act 2, LAP4 TOR yeast 94, CR mimetic SO 98, proCasp3 act -10, JMJD2C inh -13, AHR act 0, MEP2 TOR yeast 96 and RPL19A-GFP yeast 99.
For COc1ccc(Cl)cc1C(=O)NCCCn1ccnc1 the results were proCasp7 act -1, LAP4 TOR yeast 90, CR mimetic SO 97, proCasp3 act 5, JMJD2C inh -27, AHR act 22, MEP2 TOR yeast 104 and RPL19A-GFP yeast 106.
O=C(CCl)NC(Cc1ccccc1)c1ccccc1 (stereo not given) was read as proCasp7 act 5, LAP4 TOR yeast 111, CR mimetic SO 100, proCasp3 act 4, JMJD2C inh 8, AHR act -1, MEP2 TOR yeast 107 and RPL19A-GFP yeast 116.
O=c1c2[nH]c3cccc(Cl)c3c2ncn1CCN1CCCCC1 was read as proCasp7 act 4, LAP4 TOR yeast 105, CR mimetic SO 106, proCasp3 act -5, JMJD2C inh 17, AHR act 18, MEP2 TOR yeast 103 and RPL19A-GFP yeast 104.
`Cc1csc(NC(=O)CSc2ccc3nnc(CCNS(=O)(=O)c4ccccc4)n3n2)n1` gave proCasp7 act 5, LAP4 TOR yeast 83, CR mimetic SO 128, proCasp3 act -7, JMJD2C inh 1, AHR act 4, MEP2 TOR yeast 102 and RPL19A-GFP yeast 96.
`O=C(COC(=O)Cc1cccs1)Nc1cccc(S(=O)(=O)N2CCOCC2)c1` gave proCasp7 act 7, LAP4 TOR yeast 104, CR mimetic SO 92, proCasp3 act 2, JMJD2C inh 2, AHR act 1, MEP2 TOR yeast 97 and RPL19A-GFP yeast 93.
`COc1ccc(NC(=O)CC2Oc3ccccc3NC2=O)cc1` (stereo not given) gave proCasp7 act 0, LAP4 TOR yeast 98, CR mimetic SO 100, proCasp3 act 3, JMJD2C inh 2, AHR act 34, MEP2 TOR yeast 111 and RPL19A-GFP yeast 101.
For COc1ccccc1C(=O)Nc1ccc(N2CCN(Cc3ccccc3)CC2)cc1 the results were proCasp7 act 7, LAP4 TOR yeast 98, CR mimetic SO 89, proCasp3 act -4, JMJD2C inh -8, AHR act 2, MEP2 TOR yeast 103 and RPL19A-GFP yeast 92.
Screening COc1ccc(N2CCN(C(=O)CCc3ccc(S(=O)(=O)NC(C)(C)C)cc3)CC2)cc1 returned proCasp7 act -6, LAP4 TOR yeast 102, CR mimetic SO 86, proCasp3 act 11, JMJD2C inh 1, AHR act 1, MEP2 TOR yeast 90 and RPL19A-GFP yeast 92.
COc1ccc(CNC(=O)c2ccc(Cn3cc(Br)cn3)o2)cc1 was read as proCasp7 act -4, LAP4 TOR yeast 89, CR mimetic SO 115, proCasp3 act 7, JMJD2C inh 1, AHR act 9, MEP2 TOR yeast 119 and RPL19A-GFP yeast 107.
`COc1cc(/C=C/c2ccc3cccc(O)c3n2)cc(Cl)c1OC` gave proCasp7 act 5, LAP4 TOR yeast 97, CR mimetic SO 85, proCasp3 act -2, JMJD2C inh 2, AHR act 0, MEP2 TOR yeast 104 and RPL19A-GFP yeast 100.

3 entries already listed, sorted by SMILES length, high to low:
Screening COc1ccc(NC(=O)N(C)C[C@H]2Oc3ccc(NS(=O)(=O)c4ccc(OC)cc4)cc3C(=O)N([C@H](C)CO)C[C@@H]2C)cc1 returned proCasp7 act 4, LAP4 TOR yeast 93, CR mimetic SO 103, proCasp3 act -1, JMJD2C inh -9, AHR act -2, MEP2 TOR yeast 92 and RPL19A-GFP yeast 96.
`O=C(COC(=O)Cc1cccs1)Nc1cccc(S(=O)(=O)N2CCOCC2)c1` gave proCasp7 act 7, LAP4 TOR yeast 104, CR mimetic SO 92, proCasp3 act 2, JMJD2C inh 2, AHR act 1, MEP2 TOR yeast 97 and RPL19A-GFP yeast 93.
For COc1ccccc1C(=O)Nc1ccc(N2CCN(Cc3ccccc3)CC2)cc1 the results were proCasp7 act 7, LAP4 TOR yeast 98, CR mimetic SO 89, proCasp3 act -4, JMJD2C inh -8, AHR act 2, MEP2 TOR yeast 103 and RPL19A-GFP yeast 92.

The results go on.
Screening Cc1ccccc1N1CC(C(=O)Nc2ccc(S(=O)(=O)N3CCCCC3)cc2)CC1=O (stereo not given) returned proCasp7 act 10, LAP4 TOR yeast 80[may fluoresce violet], CR mimetic SO 91, proCasp3 act -3, JMJD2C inh -13, AHR act -1, MEP2 TOR yeast 279*[may fluoresce violet] and RPL19A-GFP yeast 61[may fluoresce violet].
For Cc1ccc(CNC(=O)C2CCN(S(=O)(=O)N3CCCC3)CC2)cc1 the results were proCasp7 act -2, LAP4 TOR yeast 106, CR mimetic SO 87, proCasp3 act 0, JMJD2C inh -11, AHR act 33, MEP2 TOR yeast 106 and RPL19A-GFP yeast 104.
Cc1ccccc1Cn1c2ccccc2c2cn[nH]c(=O)c21 was read as proCasp7 act 0, LAP4 TOR yeast 101, CR mimetic SO 106, proCasp3 act -3, JMJD2C inh 34, AHR act 11, MEP2 TOR yeast 104 and RPL19A-GFP yeast 105.
COc1ccc(NC(=O)c2ccc3c(c2)C(=O)N(Cc2cccnc2)C3=O)cc1 was read as proCasp7 act 11, LAP4 TOR yeast 99, CR mimetic SO 91, proCasp3 act -1, JMJD2C inh 11, AHR act 2, MEP2 TOR yeast 99 and RPL19A-GFP yeast 101.
Cc1cccc(N2CCN(S(C)(=O)=O)CC2)c1C was read as proCasp7 act 2, LAP4 TOR yeast 115, CR mimetic SO 109, proCasp3 act 10, JMJD2C inh 7, AHR act -1, MEP2 TOR yeast 105 and RPL19A-GFP yeast 104.
CCC1CCCCN1S(=O)(=O)c1ccc(C(=O)Nc2nnc(C3CC3)o2)cc1 (stereo not given) was read as proCasp7 act -5, LAP4 TOR yeast 100, CR mimetic SO 93, proCasp3 act -3, JMJD2C inh -11, AHR act 1, MEP2 TOR yeast 90 and RPL19A-GFP yeast 90.
For Cc1ccc(C)c(N2CCN(C(=O)C3CCCN(S(=O)(=O)c4cnc[nH]4)C3)CC2)c1 (stereo not given) the results were proCasp7 act 3, LAP4 TOR yeast 98, CR mimetic SO 93, proCasp3 act 2, JMJD2C inh 7, AHR act -2, MEP2 TOR yeast 111 and RPL19A-GFP yeast 101.
For CC(=O)NCc1ccc(C(=O)CSc2nnc(-c3ccncc3)n2Cc2ccccc2)o1 the results were proCasp7 act -5, LAP4 TOR yeast 97, CR mimetic SO 105, proCasp3 act -3, JMJD2C inh -3, AHR act -1, MEP2 TOR yeast 103 and RPL19A-GFP yeast 99.
CC1(C)CC2CC(C)(CN2S(=O)(=O)c2ccc(C(=O)Nc3ccc(S(=O)(=O)N4CCOCC4)cc3)cc2)C1 (stereo not given) was read as proCasp7 act 2, LAP4 TOR yeast 95, CR mimetic SO 109, proCasp3 act 9, JMJD2C inh -1, AHR act -2, MEP2 TOR yeast 111 and RPL19A-GFP yeast 110.
For O=C(CCNS(=O)(=O)c1ccc(Cl)cc1)N1CCCC1 the results were proCasp7 act 6, LAP4 TOR yeast 88, CR mimetic SO 117, proCasp3 act -6, JMJD2C inh -7, AHR act -6, MEP2 TOR yeast 95 and RPL19A-GFP yeast 98.
Screening C#Cc1ccc([C@@H]2C=C(C(=O)OCC=C)O[C@H](OCc3ccc(CO)cc3)C2)cc1 returned proCasp7 act -13, LAP4 TOR yeast 105, CR mimetic SO 105, proCasp3 act 1, JMJD2C inh -8, AHR act 27, MEP2 TOR yeast 86 and RPL19A-GFP yeast 93.
C[C@H](NC(=O)c1cc2c(cn1)[nH]c1ccccc12)C(=O)O was read as LAP4 TOR yeast 98, CR mimetic SO 92, JMJD2C inh -4, MEP2 TOR yeast 103 and RPL19A-GFP yeast 103.
`CN=C(Nc1cc(C)nn1CCC#N)c1ccccc1F` gave proCasp7 act 5, LAP4 TOR yeast 107, CR mimetic SO 78, proCasp3 act -2, JMJD2C inh -1, AHR act 0, MEP2 TOR yeast 104 and RPL19A-GFP yeast 103.
`CC(=O)c1ccc(OC(C)C)c(CSc2nc(O)cc(=O)[nH]2)c1` gave proCasp7 act -4, LAP4 TOR yeast 108, CR mimetic SO 102, proCasp3 act 11, JMJD2C inh -16, AHR act 8, MEP2 TOR yeast 103 and RPL19A-GFP yeast 103.
For Cc1cc2oc3ccc(NCCCn4ccnc4)cc3c(=O)c2cc1C the results were proCasp7 act -18, LAP4 TOR yeast 128, CR mimetic SO 108, proCasp3 act -10, JMJD2C inh 16, AHR act 1, MEP2 TOR yeast 95 and RPL19A-GFP yeast 100.
Screening COc1ccc(NC(=S)NCC(O)c2ccccc2)c(OC)c1 (stereo not given) returned proCasp7 act -5, LAP4 TOR yeast 100, CR mimetic SO 109, proCasp3 act 5, JMJD2C inh 1, AHR act 11, MEP2 TOR yeast 100 and RPL19A-GFP yeast 107.
COc1ccc(N2C(=O)C3CCCN3C2=S)cc1 (stereo not given) was read as proCasp7 act -22, LAP4 TOR yeast 101, CR mimetic SO 102, proCasp3 act 0, JMJD2C inh inactive, AHR act -2, MEP2 TOR yeast 106 and RPL19A-GFP yeast 105.
For Cc1nn(C)c(C)c1NS(=O)(=O)c1ccccc1 the results were proCasp7 act 0, LAP4 TOR yeast 96, CR mimetic SO 112, proCasp3 act 10, JMJD2C inh -31, AHR act 0, MEP2 TOR yeast 100 and RPL19A-GFP yeast 99.

Screens from PubChem.
